# Screens as filed in PubChem.
# HTT cytoprotect: protects HTT-Q103 PC12 cells, measured by ATP | PC12 HTT-Q103 induced, cytoprotection, ATP luminescence, 40 h | Potency, µM (doses to about 56.4 µM), without a hit: cytoprotection (ATP increase), hits mostly activators | 230,000 compounds, 0.14% hits | AID 1471;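 also: % of control where 0% means no effect; nearly all actives have a fitted effect of over 45% in size; toxic huntingtin expression switched on by the ecdysone agonist tebufenozide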
#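 PC12 cells with ecdysone-inducible HTT exon 1 Q103-GFP, induced with 100 nM tebufenozide and co-treated with library compounds in a dose series (1536-well, 1500 cells/well). Cytoprotection read as ATP content by ATPlite luminescence.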
# HttQ103 aggreg: mutant huntingtin aggregation inhibition. PC12 HttQ103-GFP aggregates, Acumen cytometry, 40 h. Potency, µM (titrated, usually from 46.1 µM), for inactives: at the highest dose activity change, negative = inhibition, hits mostly inhibitors. 220,000 compounds, 1.1% hits. AID 1688; also: % is scaled to controls: 0 for no effect and ±100 for the full control effect; nearly all actives have a fitted effect of over 60% in size
#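 Multiplexed with ATP-based cell death, this channel scores GFP aggregates in PC12 cells expressing inducible HTTex1-Q103-GFP. Induction used 100 nM tebufenozide; compounds were tested in concentration series.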
# GAA inhib: inhibitors of human lysosomal alpha-glucosidase. P10253. AID 1466. 200,000 compounds, 0.005% hits. Potency, µM (highest dose often 76.9 µM), for the others: at the highest dose activity change, negative = inhibition, actives largely listed as inhibitors. purified human GAA, 4-MU-alpha-glucoside fluorescence;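 also: plate controls were uninhibited enzyme wells for no effect and no-enzyme background for full effect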
#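 Read-out is 4-methylumbelliferone fluorescence (Ex 365/Em 440 nm) after NaOH/glycine stop at pH 10. Enzyme 4 nM, substrate 400 uM, pH 5.0 citrate buffer, 20 min room temperature; AC50 from Hill-equation concentration-response.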
# IMPase Li cell: cell-permeable IMPase inhibitors with lithium potentiation. Potency, µM (series often up to 59.4 µM), inactives show at the top dose activity, negative = IMPase inhibition, most hits filed as inhibitors. 210,000 compounds, 0.35% hits. CHO-M1 cells, IP1 TR-FRET (IP-One), carbachol + lithium. AID 1457;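 also: IP1 builds up when IMPase is blocked and the TR-FRET signal falls; plate controls were basal vehicle for no effect and high inhibitor control for full effect; nearly all actives have a fitted effect of over 50% in size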
#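 Readout is a homogeneous TR-FRET IP1 immunoassay (Ex 320, Em 665 and 620), where raised cytosolic IP1 lowers signal. Cells were CHO-M1 treated 30 min at 37C with test compounds plus a little lithium; AC50 values came from Hill-equation fitting.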
# RGS12 GoLoco inh: RGS12 GoLoco-Gai1 interaction inhibition; AID 880; Gai1:RGS12 GoLoco peptide FP, rhodamine, 10 min; P63096; 230,000 compounds, 0.44% hits; Potency, µM (doses to about 61.6 µM), for the others: top-dose activity, negative = inhibition, usual class: inhibitors; active = well fitted inhibition curve with a large enough effect, not every such curve was filed as active; inactive = no such curve, though single readings can be large or run the other way; also: % is scaled to controls: 0 for no effect and ±100 for the full control effect; nearly all actives have a fitted effect of over 30% in size; many of its hits are not listed in these tables
# Target sequence (P63096 whole entry, looked up): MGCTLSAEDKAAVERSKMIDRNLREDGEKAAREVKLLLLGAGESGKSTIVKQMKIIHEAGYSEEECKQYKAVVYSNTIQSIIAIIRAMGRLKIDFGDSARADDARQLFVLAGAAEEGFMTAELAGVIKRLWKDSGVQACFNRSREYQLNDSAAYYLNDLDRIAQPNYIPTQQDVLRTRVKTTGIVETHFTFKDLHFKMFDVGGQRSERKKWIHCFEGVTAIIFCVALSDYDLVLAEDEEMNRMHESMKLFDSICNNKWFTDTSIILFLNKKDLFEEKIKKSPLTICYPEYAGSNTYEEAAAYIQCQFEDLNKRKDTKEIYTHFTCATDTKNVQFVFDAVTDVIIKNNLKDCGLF
# aGlu spleen mod: inhibitors or activators of human alpha-glucosidase in spleen homogenate; Potency, µM (doses to about 79.9 µM), without a hit: top-dose activity change, negative = inhibition, actives largely listed as inhibitors; human spleen homogenate, 4-MU-alpha-glucoside fluorescence; 240,000 compounds, 0.006% hits;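 also: 0% = enzyme with vehicle and -100% = no enzyme basal signal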
#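 AC50 values come from Hill-equation fits of concentration-response data, normalized to no-enzyme and full-activity controls. Enzyme source: 1 ug human spleen homogenate; 1 mM fluorogenic 4-MU glucoside, pH 5.0 citrate buffer, 37 C, 40 min.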
# GAA glycogen mod: GAA glycogen-cleavage inhibition or activation. recombinant GAA, glycogen substrate, Amplex Red glucose oxidase fluorescence. P10253. 300,000 compounds, 0.38% hits. Potency, µM (top dose mostly 76.4 µM), without a hit: top-dose activity change, negative = inhibition, actives largely listed as inhibitors. AID 2100;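 also: 0% = full enzyme reaction and -100% = no-enzyme basal signal; the screen sought inhibitors and activators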
#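 Recombinant enzyme (4 nM final) with compounds titrated up to 77 uM and bovine liver glycogen (30 ug) in citrate pH 5.0, 0.01% Tween-20, 37 C 40 min. Released glucose detected by Amplex Red/glucose oxidase (Ex 573/Em 610); AC50 from Hill fits.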
# * = called active by the depositor; ? = inconclusive; . = no result given; & = joins results of further samples; [ ] = remark or other dose. Unless noted, calls follow the shape of the dose curve; as a rule, active = well fitted curve in the direction sought with a large enough effect; inconclusive = small, poorly fitted or top-dose-only effect, or another doubt; inactive = no such curve, though single readings can be large; an effect the other way counts as inactive or inconclusive. Potency is read from the fitted curve at half-maximal effect. Some of the compounds tested; the hit share may differ from the screen's.
SMILES,HTT cytoprotect,HttQ103 aggreg,GAA inhib,IMPase Li cell,RGS12 GoLoco inh,aGlu spleen mod,GAA glycogen mod
CCn1c(SCC(=O)Nc2ccc(NC(C)=O)cc2)nnc1C1CC1,-5%,-14%,3%,-12%[38.3 µM],3%,0%,-4%
O=C(c1cc(-c2ccc(Cl)cc2Cl)on1)N1CCN(C(=O)c2ccco2)CC1,15%,19%,2%,-10%[38.3 µM],73%[activator],2%,-5%
C(=Nc1cccc2c(N=Cc3ccco3)cccc12)c1ccco1,.,.,2%,20%,-11%,7%,14µM*
Cc1ccc(NCc2nnc(SCC(=O)Nc3ncc(C)s3)n2Cc2ccco2)c(C)c1,-26%,5%,1%,14%[38.3 µM],3%,3%,4%
N#C/C(=C/c1ccc(N2CCCCC2)o1)c1cccc(F)c1,?,23%,-4%,30%[38.3 µM],58%[activator],0%,-13%
CCCOc1ccc(N2CC(C(=O)Nc3ccccc3F)CC2=O)cc1 (stereo not drawn),3%[10 µM],-16%,0%,-4%[38.3 µM],0%,-6%,2%
COc1cccc(Nc2ncc3ncc(=O)n(CCc4ccccc4)c3n2)c1,-2%,.,.,2%,38%[activator],-2%,.
CCNC(=S)NNC(=O)c1ccc(=O)n(Cc2ccccc2)c1,-15%,-2%,-2%,23%,-13%,8%,?
O=C(CN1C(=O)c2ccccc2C1=O)NCC1COc2ccccc2O1 (stereo not drawn),-10%[0.074 µM],-5%,2%,22%[38.3 µM],8%,-12%,1%
c1ccc(CNc2nc(NCc3ccccc3)c3ccccc3n2)cc1,-23%[10 µM],7%[9.22 µM],11%,.,4%,6%,5%
O=C(Nc1nccs1)c1cc(S(=O)(=O)N2CCOCC2)c(Cl)cc1Cl,-20%,3%,1%,4%[38.3 µM],6%,-4%,5%
CCOc1ccccc1-n1c(SCC(=O)NCc2ccco2)nnc1-c1ccncc1,14%[10 µM],-1%,?,18%[38.3 µM],-4%,-2%,0%
CCN1CCN(c2nc3ccccc3n3cnnc23)CC1,-10%[10 µM],-10%[9.22 µM],.,.,2%,-13%,4%
CSc1cccc(NC(=O)CN(Cc2ccc(Cl)cc2)S(C)(=O)=O)c1,-3%,9%,-8%,26%[38.3 µM],-1%,-3%,-5%
CCOC(=O)CC1C(=O)NCCN1S(=O)(=O)c1cc(Cl)c(Cl)cc1Cl (stereo not drawn),1%,4%,0%,-7%[38.3 µM],-1%,3%,-8%
COc1ccc(C2NC(=S)NC3=C2CCc2ccccc23)cc1OC (stereo not drawn),21%[10 µM],17%,5%,0%,-1%,-17%,-20%
O=C(O)CCC(=O)Nc1nc2ccc([N+](=O)[O-])cc2s1,-36%,-9%,-6%,-1%,5%,-6%,7%
Cc1ccc(C)c(NC(=O)C2CC(Cl)=CCC2C(=O)O)c1 (stereo not drawn),-4%[0.074 µM],12%,4%,1%[38.3 µM],5%,-17%,-1%
COc1cccc(OCc2cc(/C=N/NC(=O)c3ccn[nH]3)ccc2OC)c1,-41%[inhibitor],14%,-13%,2%[38.3 µM],17%,2%,-3%
O=C1c2ccccc2C(Nc2ccc(S(=O)(=O)N3CCOCC3)cc2)N1c1cccnc1 (stereo not drawn),-16%,-3%,-11%,-1%[38.3 µM],11%,-10%,-12%
Cc1cc(Sc2nc(N(C)C)nc(N(C)C)n2)nc(Cl)n1,-5%[10 µM],7%[9.22 µM],11%,7%,12%,3%,5%
CC(=O)/C(N=Nc1ccc2c(c1)OCCO2)=C(\C)O,-58%[inhibitor],4%,-11%,16%,6%,-8%,1%
CC(=O)Nc1ccc(S(=O)(=O)N2C(=O)c3cccc4cccc2c34)cc1,15%[10 µM],-18%[9.22 µM],.,.,6%,1%,5%
CCCCNC(=O)C1CC(c2ccc(C(F)(F)F)cc2)=NO1 (stereo not drawn),3%[10 µM],-17%[9.22 µM],.,.,0%,7%,1%
COc1ccc(C2(C(=O)Nc3ccc(C(=O)N4CCOCC4)cc3)CCOCC2)cc1,-41%[0.074 µM],5%,-2%,7%[38.3 µM],-4%,0%,-1%
# Other results:
SMILES,HTT cytoprotect,HttQ103 aggreg,GAA inhib,IMPase Li cell,RGS12 GoLoco inh,aGlu spleen mod,GAA glycogen mod
CC(C)(C)CC(=O)Nc1ccc(Nc2ccccc2)cc1,-38%,-5%,1%,-6%[38.3 µM],3%,-1%,?
CCCn1c(=O)c2ccccc2n2c(SCC(=O)c3ccc(CC)cc3)nnc12,-3%,4%,-7%,-26%[38.3 µM],5%,0%,3%
O=C(c1cccc([N+](=O)[O-])c1)N1CCN(C/C=C/c2ccccc2)CC1,-90%[inhibitor][10 µM],?,2%[15.4 µM],.,-1%,0%,10%
COc1cc(S(=O)(=O)N2CCCCCC2)ccc1-n1cnnn1,-10%,-9%,3%,47%[activator][38.3 µM],-5%,-6%,2%
CN(C(=O)c1ccccc1C(=O)OCC(=O)NCc1cccs1)C1CCCCC1,-10%,-2%,-1%,0%,4%,2%,-2%
CN(C)CCNc1oc(/C=C/c2ccccc2)nc1C#N,-9%[1.9 µM],-1%,?,-24%,-1%,-5%,?
CC(C)C(=O)Nc1ccc(N2CCN(S(C)(=O)=O)CC2)cc1,5%,10%,-5%,-9%[38.3 µM],-10%,-2%,20%
Cn1cc(Br)c(-c2cccc(N3C(=O)CCCC3=O)c2)n1,26%[10 µM],26%[9.22 µM],.,.,6%,-5%,7%
COc1ccc(OC)c(Nc2ncnc3c2cnn3-c2ccccc2)c1,12%[10 µM],?,-4%,-6%[38.3 µM],12%,?,2%
COCCNC(=O)c1ccc(C(=O)C(=O)c2ccccc2)cc1,-7%[0.074 µM],13%,-7%,-1%,12%,-2%,4%
NC(=O)c1ccc(NS(=O)(=O)c2ccccc2F)cc1,-5%,4%[9.22 µM],0%,1%[38.3 µM],-4%,9%,3%
C/C(=N/NC(=O)OC(C)(C)C)c1ccco1,-32%[10 µM],9%,6%,2%,-5%,-5%,-2%
CCc1ccc(CN(C)CC(=O)Nc2ccccc2[N+](=O)[O-])cc1,36%[10 µM],9%,0%,.,.,1%,13%
O=C(NC1CCCC1)C(c1cccnc1)N(C(=O)c1csnn1)C1CCCC1 (stereo not drawn),27%[1.9 µM],2%,-4%,6%,4%,-1%,6%
COc1ccc(/C=N/N=C2/CC(C)(C)Cc3n[nH]c(=O)cc32)cc1,14%[10 µM],?,-2%,18%,28µM*,6%,2%
Cn1c(=O)c(CCc2ccccc2)nc2cnc(N3CCOCC3)nc21,?,.,.,-9%,39%[activator],9%,.
COc1ccc(OC)c(S(=O)(=O)N(C)CC(=O)N2CCN(c3cccc(Cl)c3)CC2)c1,1%[10 µM],4%,?,46%[activator][38.3 µM],1%,-3%,8%
CCC(NC(=O)c1ccccc1NC(=O)c1ccco1)C(=O)NNC(=O)c1ccncc1 (stereo not drawn),21%[10 µM],17%[9.22 µM],.,.,12%,2%,2%
CCCNC(=S)Nc1ccc(Cl)cc1Cl,15%[10 µM],-5%,3%,2%,0%,-4%,8%
CC1CCCN(c2ccc(C(=O)OCC(=O)N3c4ccccc4Sc4ccccc43)cc2[N+](=O)[O-])C1 (stereo not drawn),.,1%,-10%,3%,-44%,-1%,-3%
COc1ccc(NC(=O)C23CC4CC(C2)CC(n2cnc(Br)n2)(C4)C3)cc1OC,-18%,8%,0%,4%[38.3 µM],5%,3%,-6%
Cc1nc(C(=O)NNC(=O)Nc2ccc(Cl)cc2)cs1,3%[10 µM],8%[9.22 µM],.,.,-2%,6%,-1%
COc1ccc(N(C(=O)c2ccccc2OC(C)=O)C(C)C2CC2)cc1 (stereo not drawn),0%,23%,-4%,-5%[38.3 µM],5%,-7%,4%
CC(C)NC(=O)CN(c1cccc([N+](=O)[O-])c1)S(=O)(=O)c1ccccc1,-47%[10 µM],14%,-7%,2%,-2%,1%,7%
CCOc1ccccc1NC(=O)c1cnc2n(c1=O)CCS2,-26%,-9%,-8%,.,.,2%,8%
# More entries.
SMILES,HTT cytoprotect,HttQ103 aggreg,GAA inhib,IMPase Li cell,RGS12 GoLoco inh,aGlu spleen mod,GAA glycogen mod
Oc1ccccc1-n1c(-c2ccccc2)ccc1-c1ccccc1,20%[10 µM],10%[9.22 µM],.,.,1%,-3%,-11%
CN1CCN(NC(=O)c2cn(-c3ccccc3)nc2-c2ccc(OC(F)F)cc2)CC1,-10%,-9%,?,1%,2%,-15%,1%
Clc1ccc(CNc2ccc(CNc3ncn[nH]3)cc2)c(Cl)c1,3%[10 µM],9%[9.22 µM],.,.,-5%,-2%,-21%
COC(=O)[C@@]1(Cc2ccc(OC)cc2)[C@H]2c3cc(C(=O)N4CCCC4)n(Cc4ccc(OC)c(OC)c4)c3C[C@H]2CN1C(=O)c1ccccc1,-13%,9%,2%,1%&7%,5%&-5%,-2%&9%,-8%
CCOc1ccc(-c2nc(CSCC(=O)NCc3ccco3)c(C)o2)cc1,-11%,-1%,-4%,9%[38.3 µM],56%[activator],-5%,-4%
CCC(=O)Nc1cc(C(=O)OCC(=O)c2ccccc2)ccc1C,.,18%,?,-6%,3%,5%,2%
CC(=O)c1c(C)nc(Nc2nc3ccccc3s2)nc1C,-17%[10 µM],-5%[9.22 µM],.,.,2%,-3%,8%
CC1(C(=O)NC2CCCC2)CCC(=O)N1Cc1ccccc1 (stereo not drawn),-5%,8%,8%,-3%[38.3 µM],-8%,1%,-4%
Oc1ccc(Nc2ccnc3cc(Cl)ccc23)cc1,-18%[10 µM],-22%[9.22 µM],.,.,-2%,-10%,13µM*
O=C(OCC(=O)N1c2ccccc2Sc2ccccc21)C1CC(=O)N(Cc2ccco2)C1 (stereo not drawn),-6%[10 µM],-11%,2%,-3%[38.3 µM],-8%,5%,-2%
COc1ccc(-c2nc3c(c(SCC(=O)N4CCOCC4)n2)COC(C)(C)C3)cc1,-2%,8%[9.22 µM],-5%,-8%[38.3 µM],-5%,-5%,-6%
C=CCNc1ncnc2c1cnn2-c1ccc(C)cc1C,-5%[10 µM],-27%,-1%,21%[38.3 µM],-7%,-10%,3%

# Reprinted at random: three entries already listed
SMILES,HTT cytoprotect,HttQ103 aggreg,GAA inhib,IMPase Li cell,RGS12 GoLoco inh,aGlu spleen mod,GAA glycogen mod
Oc1ccccc1-n1c(-c2ccccc2)ccc1-c1ccccc1,20%[10 µM],10%[9.22 µM],.,.,1%,-3%,-11%
CN1CCN(NC(=O)c2cn(-c3ccccc3)nc2-c2ccc(OC(F)F)cc2)CC1,-10%,-9%,?,1%,2%,-15%,1%
CC1(C(=O)NC2CCCC2)CCC(=O)N1Cc1ccccc1 (stereo not drawn),-5%,8%,8%,-3%[38.3 µM],-8%,1%,-4%
